Source: PubChem (Vanderbilt High Throughput Screening Facility)
AMPAR-TARP mod: modulators of GluA2-stargazin AMPA receptor complexes, primary screen, cell-based, membrane potential dye; Voltage-dependent calcium channel gamma-2 subunit (Mus musculus) + Glutamate receptor 2 …; HEK293 GluA2+stargazin, membrane potential dye (FDSS), glutamate EC50; hits were called plate by plate, in both directions; calls only at 30 µM; 40,000 tested, 3.5% active; AID 1259245, 2017;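 active means any of four per-well response measures lying three or more SD from its plate-wide compound average, in either direction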
Target sequence (O88602 whole entry, looked up): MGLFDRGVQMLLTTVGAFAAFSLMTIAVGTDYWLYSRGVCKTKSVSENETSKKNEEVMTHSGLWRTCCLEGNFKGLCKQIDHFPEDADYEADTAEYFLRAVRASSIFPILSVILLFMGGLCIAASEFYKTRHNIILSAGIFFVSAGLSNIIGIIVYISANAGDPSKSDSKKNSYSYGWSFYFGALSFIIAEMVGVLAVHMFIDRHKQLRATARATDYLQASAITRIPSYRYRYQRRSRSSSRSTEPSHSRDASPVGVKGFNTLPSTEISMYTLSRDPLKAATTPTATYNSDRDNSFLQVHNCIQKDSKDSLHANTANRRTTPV
Target sequence (P19491 whole entry, looked up): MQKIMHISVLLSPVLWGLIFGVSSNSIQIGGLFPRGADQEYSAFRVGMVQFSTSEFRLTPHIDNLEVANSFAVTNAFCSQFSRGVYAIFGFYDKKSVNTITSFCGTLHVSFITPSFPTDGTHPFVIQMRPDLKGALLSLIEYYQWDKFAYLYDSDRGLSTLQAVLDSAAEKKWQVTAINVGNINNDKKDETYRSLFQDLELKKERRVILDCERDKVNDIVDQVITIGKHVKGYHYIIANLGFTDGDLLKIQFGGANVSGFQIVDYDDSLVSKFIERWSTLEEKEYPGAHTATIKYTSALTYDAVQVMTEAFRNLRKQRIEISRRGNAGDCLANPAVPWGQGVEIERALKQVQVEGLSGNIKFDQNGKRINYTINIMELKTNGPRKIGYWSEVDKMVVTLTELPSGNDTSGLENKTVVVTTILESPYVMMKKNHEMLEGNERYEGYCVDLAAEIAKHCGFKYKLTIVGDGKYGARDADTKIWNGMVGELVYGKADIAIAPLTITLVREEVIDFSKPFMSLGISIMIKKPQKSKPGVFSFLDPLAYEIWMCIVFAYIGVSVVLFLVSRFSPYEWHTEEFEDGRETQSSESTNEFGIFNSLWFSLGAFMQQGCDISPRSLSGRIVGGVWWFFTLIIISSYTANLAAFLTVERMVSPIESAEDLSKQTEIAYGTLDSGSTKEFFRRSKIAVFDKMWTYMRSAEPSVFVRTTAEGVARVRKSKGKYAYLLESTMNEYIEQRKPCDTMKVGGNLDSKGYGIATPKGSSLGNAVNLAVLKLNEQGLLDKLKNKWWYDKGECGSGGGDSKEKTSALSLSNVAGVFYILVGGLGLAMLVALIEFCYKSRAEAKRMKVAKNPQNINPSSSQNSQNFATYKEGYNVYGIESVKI
AMPAR-TARP mod agonism max-min: also measured in AMPAR-TARP mod; calls as there; compound max-min signal; compound-alone response (agonism);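 unitless range of fluorescence divided by baseline over first 100 seconds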
AMPAR-TARP mod glutamate slope: further read-out of AMPAR-TARP mod, marked with its call; glutamate slope, % of max; measured here: glutamate response slope, % max;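 scaled per plate between vehicle wells and maximal 1 mM glutamate control wells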
* = called active by the depositor; i = inactive; & = joins results of further samples. Not all compounds are listed, so the mix of outcomes need not match the whole.

Every second line gives: AMPAR-TARP mod, AMPAR-TARP mod agonism max-min, AMPAR-TARP mod glutamate slope
O=C(NCCN1CCOCC1)C(=O)Nc1nccs1
    i, 0.092, 47
O=C(Cn1ccc2ccccc21)NC1CCCCC1N1C(=O)CSC1=O (stereo not drawn)
    i, 0.075, 64
CCOc1nn(CC)cc1-c1nnc(SCC(=O)N2CCC(C)CC2)n1C
    i, 0.04, 32
O=C(NCCS(=O)(=O)N1CCN(CCc2ccccc2)CC1)c1ccccc1Cl
    i, 0.048, 37
CN(Cc1ccccc1)S(=O)(=O)c1cc2c3c(c1)CCC(=O)N3CCC2
    i, 0.067, 57
Cn1c(-c2ccccc2)nn(CCNC(=O)c2ccc(N3C(=O)CCC3=O)cc2)c1=O
    i, 0.11, 62
Cc1ccc(N2CCN(C(=O)c3cccc(Cl)c3)CC2)nn1
    i, 0.14, 51
COc1ccc(Cl)cc1NC(=O)CCN1C(=O)c2ccccc2S1(=O)=O
    i, 0.11, 86
COc1cc(CCN2C(=O)c3cccc4cccc(c34)C2=O)c(S(=O)(=O)N2CCN(Cc3ccccc3)CC2)cc1OC
    i, 0.1, 27
CC(=O)N1CC(C(=O)Nc2ccc(S(N)(=O)=O)cc2)C1
    i, 0.096, 54
O=C(CSc1nccnc1N1CCSCC1)Nc1ccc(Br)cc1
    i, 0.11&0.07, 57&120
COc1ccc(-c2nc(CCNS(=O)(=O)c3ccc(Cl)s3)cs2)cc1OC
    i, 0.071, 47
O=C(Nc1ccc(N2CCCCC2=O)cc1)c1cccc2ccccc12
    i, 0.059, 38
COc1ccc2c(=O)cc(C(F)(F)F)oc2c1[N+](=O)[O-]
    i, 0.11, 41
CCCN1COc2ccc3c(=O)c(-c4ccccc4OC)c(C(F)(F)F)oc3c2C1
    i, 0.096, 55
O=S(=O)(NCCOc1ccc(-c2ccco2)nn1)c1ccc2c(c1)CCCC2
    i, 0.082, 53
O=C(Cc1cccs1)NCc1ccc(-c2ccc(F)cc2)o1
    i, 0.11, 54
COc1ccc(N2CC(C)Cn3c2nc2c3c(=O)n(Cc3ccccc3)c(=O)n2C)cc1 (stereo not drawn)
    i, 0.13, 78
Cc1cc(C)n(CC(=O)Nc2ccc(C(C)C)cc2)c(=O)c1S(=O)(=O)c1ccccc1
    i, 0.11, 65
COC(=O)c1ccc(OC)c(Cn2cnc3c(-c4ccccc4)csc3c2=O)c1
    i, 0.068, 57
CCn1cnc2c(Nc3ccc(F)cc3)ncnc21
    i, 0.17, 54
O=C(Cn1nc(C(F)(F)F)c2c1CCCC2)NCc1cccs1
    i, 0.062, 8
C=CCOc1cccc(C2C(C(=O)c3ccco3)=C(O)C(=O)N2CCN(CC)CC)c1 (stereo not drawn)
    i, 0.12, 60
CSc1ncccc1C(=O)N1CCC(CNC(=O)c2ccccc2Br)CC1
    i, 0.076, 58
CCCC(=O)NCCNc1cc(-n2ccnc2C)ncn1
    i, 0.088, 52
COc1ccc(-c2ccc(N3CCN(C(=O)CSc4ccc(F)cc4)CC3)nn2)cc1
    i, 0.024, 48
Cc1ccc(NCCNC(=O)c2ccc3c(c2)OCO3)nn1
    i, 0.15, 63
Cc1ccc(OCC(=O)N2CCC(CN3CCN(C)CC3C)CC2)cc1 (stereo not drawn)
    i, 0.062, 51
COc1ccc(OC)c2sc(N(CCCN(C)C)C(=O)c3ccnn3C)nc12
    i, 0.19, 56
CC(C)CN(C1CCS(=O)(=O)C1)S(=O)(=O)c1ccc(Br)cc1 (stereo not drawn)
    i, 0.11, 58

Look-ups from above.
Entry for COc1ccc(-c2ccc(N3CCN(C(=O)CSc4ccc(F)cc4)CC3)nn2)cc1 under AMPAR-TARP mod glutamate slope: 48
Entry for COc1ccc(OC)c2sc(N(CCCN(C)C)C(=O)c3ccnn3C)nc12 under AMPAR-TARP mod agonism max-min: 0.19
Entry for C=CCOc1cccc(C2C(C(=O)c3ccco3)=C(O)C(=O)N2CCN(CC)CC)c1 (stereo not drawn) under AMPAR-TARP mod agonism max-min: 0.12

The list goes on.
Every second line gives: AMPAR-TARP mod, AMPAR-TARP mod agonism max-min, AMPAR-TARP mod glutamate slope
CC(=O)N1CC(C(=O)NCc2ccc(F)cc2)C1
    i, 0.076, 46
Cc1nn(C2CCS(=O)(=O)C2)c2nc(-c3cccs3)cc(C(=O)Nc3ccc(F)cc3F)c12 (stereo not drawn)
    i, 0.082, 41
OC(COc1ccc(C23CC4CC(CC(C4)C2)C3)cc1)CN1CCCCC1 (stereo not drawn)
    i, 0.085, 56
Cc1ccc(C)c(S(=O)(=O)NCC(c2cccs2)N2CCOCC2)c1 (stereo not drawn)
    i, 0.11, 70
CCN1CCN(C(c2cccc(Br)c2)c2sc3nc(C)nn3c2O)CC1 (stereo not drawn)
    i, 0.041, 37
Cc1cccc(CC(=O)Nc2nnc(-c3ccnn3C)o2)c1
    i, 0.056, 34
COc1cccc2cc(-c3nnc(NC(=O)c4ccccc4)o3)oc12
    i, 0.078, 21
COc1ccc(C(=O)/C=C/c2cc(OC)c(OC)c(OC)c2)c(O)c1
    i, 0.15, 56
Cc1ccc(N2CCN(C(=O)Nc3ccc4c(c3)OCO4)CC2)nn1
    i, 0.039, 35
CC(C)Cn1c(N2CCC(C)CC2)nc2c1c(=O)[nH]c(=O)n2C
    i, 0.1, 50
O=C(CCc1ccccc1)NCC(O)c1ccsc1 (stereo not drawn)
    i, 0.088, 77
Cn1c(=O)c2cc(C(=O)NCC3CCCO3)sc2n(C)c1=O (stereo not drawn)
    i, 0.13, 42
O=C(Oc1ccc2ccc(=O)oc2c1)c1ccc(Cl)cc1
    i, 0.11, 62
CCOC(=O)Cn1c(=NC(=O)c2ccn(C)n2)sc2cc(CC)ccc21
    i, 0.043, 64
O=C(Cn1cnc(-c2ccccc2)cc1=O)Nc1nccs1
    i, 0.089, 35
O=C(NCCc1ccccc1)NCC(O)c1ccsc1 (stereo not drawn)
    i, 0.11, 49
COc1ccc(NC(=O)Nc2ccc3c(c2)CCC(=O)N3)cc1
    i, 0.095, 56
O=C(c1cc2cccnc2n(Cc2ccccc2)c1=O)N1CCN(c2cccc(Cl)c2)CC1
    i, 0.027, 76
COc1ccc(Cl)cc1NC(=O)N1CCC(Cn2ccnc2C)CC1
    i, 0.11, 48
CCc1ccc(OC)c(S(=O)(=O)N2c3ccccc3CC2C)c1 (stereo not drawn)
    i, 0.054, 64
O=C(Oc1ccccc1)N1CCC(CNS(=O)(=O)c2ccc(F)c(Cl)c2)CC1
    i, 0.17, 55
Cc1nc(C)c(C(=O)N2CCC(c3nnc(-c4ccc(F)cc4)o3)CC2)s1
    i, 0.11, 55
COc1ccc(C(C)NC(=O)c2ccc3c(=O)n4c(nc3c2)SCCC4)cc1OC (stereo not drawn)
    i, 0.099, 53
Cn1nnc2c(=O)n(CC(=O)NC(C)(C)C)cnc21
    i, 0.084, 64
COc1ccc(SCC(=O)Nc2cccc(Cl)c2Cl)cc1
    i, 0.074, 68
CN(c1ccccc1)S(=O)(=O)c1cccc2ccccc12
    i, 0.037, 39
O=C(NCC1CCN(Cc2ccccc2)CC1)C(=O)Nc1ccc(F)c(Cl)c1
    i, 0.079, 63
O=C(Cc1cc(-c2ccc(Cl)cc2)on1)Nc1ccc(F)cc1F
    i, 0.11, 31
O=C(/C=C/c1cccs1)Nc1nncs1
    i, 0.15, 67
Cc1cc(C)n(CCNC(=O)Cn2c(-c3cnccn3)nc3ccccc32)n1
    i, 0.099, 49
COc1cn(CC(=O)Nc2cccc(NC(C)=O)c2)c(CSc2ccc(Cl)cc2)cc1=O
    i, 0.11, 38
COc1ccc(NC(=O)CCN2C(=O)c3ccccc3S2(=O)=O)cc1
    i, 0.054, 58
Cc1ccc(-c2ccc(=O)n(Cc3ccc(Cl)cc3)n2)cc1C
    i, 0.093, 60
Cn1nnc2c(=O)n(CC(=O)Nc3ccccc3)cnc21
    i, 0.076, 58
O=C(CSc1ccc(NC(=O)c2ccco2)nn1)Nc1cccc(C(F)(F)F)c1
    i, 0.089, 46
Cc1ccc(C(=O)NCCN2CCn3cc(OCc4ccccc4)c(=O)cc3C2=O)cc1C
    i, 0.092, 63
O=C(C(c1ccccc1)c1ccccc1)N1CCN(c2ncnc3c2nnn3-c2ccc(F)cc2)CC1
    i, 0.074, 57
CCc1ccc(/C=C/C(=O)Nc2ccc(S(N)(=O)=O)cc2)o1
    i, 0.083, 53
O=C(CCn1nnc2ccccc2c1=O)NCCc1cccs1
    i, 0.11, 42
COc1ccc(-c2cc(C(=O)NCc3ccccc3)c3c(C)nn(C4CCS(=O)(=O)C4)c3n2)cc1 (stereo not drawn)
    i, 0.11, 54
COc1ccccc1NC(=O)N1CCC(CNC(=O)C(=O)Nc2ccccc2SC)CC1
    i, 0.092, 59
CCOC(=O)c1cn(CC(=O)Nc2ccc(C)cc2Cl)c2nc(C)ccc2c1=O
    i, 0.13, 51
COc1ccc2nc(-c3ccc(OC)c(NC(=O)c4ccc(C)c(C)c4)c3)cn2n1
    i, 0.059, 34
Cn1nnc2c(N3CCN(S(C)(=O)=O)CC3)ncnc21
    i, 0.081, 40
COC(=O)c1ccc2c(=O)n(-c3ccccc3)c(SCC(=O)Nc3ccccc3)nc2c1
    i, 0.031, 58
CCOc1ccccc1NC(=O)c1nnn(Cc2nc(-c3cccc(OC)c3OC)oc2C)c1C
    i, 0.12, 59
Cn1nc(CNC(=O)Nc2cccc(C(F)(F)F)c2)c2ccccc2c1=O
    i, 0.12, 53
CS(=O)(=O)N1CCN(C(=O)C2CN(C(=O)c3cccs3)C2)CC1
    i, 0.091, 54
CSc1cccc(N2C(=O)N(Cc3ccc(Br)cc3F)C3CS(=O)(=O)CC32)c1 (stereo not drawn)
    i, 0.029, 39
CCOc1ccc(Br)cc1S(=O)(=O)NCc1ccccn1
    i, 0.05, 38

7 entries from above in a different format.
Compound	AMPAR-TARP mod	AMPAR-TARP mod agonism max-min	AMPAR-TARP mod glutamate slope
COc1ccc(-c2ccc(N3CCN(C(=O)CSc4ccc(F)cc4)CC3)nn2)cc1	i	0.024	48
Cc1ccc(NCCNC(=O)c2ccc3c(c2)OCO3)nn1	i	0.15	63
Cc1ccc(OCC(=O)N2CCC(CN3CCN(C)CC3C)CC2)cc1 (stereo not drawn)	i	0.062	51
COc1ccc(OC)c2sc(N(CCCN(C)C)C(=O)c3ccnn3C)nc12	i	0.19	56
CC(C)CN(C1CCS(=O)(=O)C1)S(=O)(=O)c1ccc(Br)cc1 (stereo not drawn)	i	0.11	58
CC(=O)N1CC(C(=O)NCc2ccc(F)cc2)C1	i	0.076	46
Cc1nn(C2CCS(=O)(=O)C2)c2nc(-c3cccs3)cc(C(=O)Nc3ccc(F)cc3F)c12 (stereo not drawn)	i	0.082	41

The listing continues.
Every second line gives: AMPAR-TARP mod, AMPAR-TARP mod agonism max-min, AMPAR-TARP mod glutamate slope
COc1ccc(OC)c(S(=O)(=O)NCC(C)(O)CCSC)c1 (stereo not drawn)
    i, 0.1, 61
Cc1c(C(=O)N(C(=O)N2CCCCC2)c2cccc(Cl)c2)cccc1[N+](=O)[O-]
    i, 0.064, 50
Cc1cc(NC(=O)Oc2ccccc2)ccc1N1CCCC1=O
    i, 0.096, 52
O=C(C(=O)N1CCCCC1)c1cn(CC(=O)N2CCOCC2)c2ccccc12
    i, 0.047, 63
CCOC(=O)c1sc(NC(=O)Cc2ccc(S(=O)(=O)CC)cc2)cc1C
    i, 0.084, 60
O=C(c1cccc(NS(=O)(=O)c2ccccc2)c1)N1CCN(c2ccccc2)CC1
    i, 0.082, 56
O=C(Nc1ccccc1F)c1cc2cc(Cl)ccc2oc1=O
    i, 0.076&0.042, 41&91
CC1CCN(C(=O)C(C)c2ccc([N+](=O)[O-])cc2)CC1 (stereo not drawn)
    i, 0.027, 34
COc1ccc(C(=O)NCCN2CCC(c3cccs3)CC2)cc1OC
    i, 0.097, 58
COC(=O)c1ccc2c(=O)n(CC(=O)NCc3ccc4c(c3)OCO4)c(=S)[nH]c2c1
    i, 0.071, 72
Cn1cccc1C(CNC(=O)C(=O)Nc1ccc(OC(F)(F)F)cc1)N1CCOCC1 (stereo not drawn)
    i, 0.079, 57
CS(=O)(=O)N1CCCc2ccc(NC(=O)C(=O)NCC3CCCO3)cc21 (stereo not drawn)
    i, 0.052, 44
COCCn1c(SCC(=O)c2ccc(Cl)cc2)nnc1-c1cn(C)nc1OC
    i, 0.024, 19
O=C(NCc1ccc2c(c1)OCO2)C(=O)NCc1ccc(F)cc1F
    i, 0.12, 50
COc1ccccc1C(=O)NCC1CCN(C)CC1
    i, 0.071, 52
CN1C(=O)CCc2cc(NC(=O)CSc3ccc(F)cc3)ccc21
    i, 0.089, 58
CSc1cccc(NC(=O)NC2(c3nc(-c4ccsc4)no3)CCCCC2)c1
    i, 0.11, 55
O=C(Cc1cc(-c2ccc3c(c2)OCO3)on1)Nc1ccc(F)c(Cl)c1
    i, 0.057, 36
Cc1ccc(C(CNC(=O)C(=O)Nc2cc(C)nc3ccccc23)N(C)C)cc1 (stereo not drawn)
    i, 0.048, 56
Cc1cn(C)nc1C(=O)N1CCN(c2nc3ccc(S(C)(=O)=O)cc3s2)CC1
    i, 0.14, 61
COc1ccccc1NC(=O)C(=O)NCC1(O)CCCC1
    i, 0.088, 58
COC(=O)c1ccc2c(c1)sc(=NC(=O)CS(=O)(=O)c1ccc(OC)cc1)n2CCSC
    i, 0.078, 58
COc1ccc(OC)c(NC(=O)Cc2cc(-c3ccc(Cl)cc3)on2)c1
    i, 0.08, 50
Cn1c(=O)c2c(nc(N3CCCCCC3)n2CC(O)COc2ccc(Cl)cc2)n(C)c1=O (stereo not drawn)
    i, 0.1, 50
COc1ccccc1-c1coc2cc(OCc3ccc(F)cc3)ccc2c1=O
    i, 0.035, 55
O=C(NCc1ccc(F)cc1)C(=O)NCC1CCN(Cc2ccccc2)CC1
    i, 0.049, 58
COc1ccc(NC(=O)CN2CCN(C(C)=O)CC2)cc1
    i, 0.085, 65
CCc1ccc(N2C(=O)N(CC(=O)NCc3ccc(OC)cc3)c3ccccc3S2(=O)=O)cc1
    i, 0.065, 66
COc1cc(/C=C2\SC(=S)N(c3cccc(O)c3)C2=O)ccc1OCC(=O)O
    i, 0.069, 26
